# Bim-Bfl-1: human Bim-Bfl-1 interaction inhibition. 190,000 tested, 0.12% active. Bead-based flow cytometry, Bim-Bfl-1 binding inhibition. Q16548. inhibition, % at 10 µM. AID 1008;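 further: 0% = wells without compound plus tracer and 100% = blocker peptide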
# Mcl1-Noxa inh: Mcl-1/Noxa interaction inhibition. Q07820. TR-FRET Mcl-1/Noxa peptide binding, 2 h. inhibition, % at 21.7 µM. 220,000 tested, 1.5% active. AID 1022;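 active means compounds that cut the protein-peptide binding signal by more than 50% relative to plate controls in a single-dose test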;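 further: His-tagged Mcl-1 with rhodamine Noxa BH3 peptide and terbium anti-His antibody; 0% = Mcl-1 plus Noxa peptide wells and 100% = peptide-only wells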
# Bcl-W Bim block: disrupts Bim peptide binding to human Bcl-W; Q92843; bead-based flow cytometry; inhibition, % at 10 µM; 190,000 tested, 0.02% active; AID 952;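 further: 0% = bound tracer without compound and 100% = peptide blocker; higher means less fluorescent Bim peptide bound to Bcl-W beads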
# Target sequence (Q92843 whole entry, looked up): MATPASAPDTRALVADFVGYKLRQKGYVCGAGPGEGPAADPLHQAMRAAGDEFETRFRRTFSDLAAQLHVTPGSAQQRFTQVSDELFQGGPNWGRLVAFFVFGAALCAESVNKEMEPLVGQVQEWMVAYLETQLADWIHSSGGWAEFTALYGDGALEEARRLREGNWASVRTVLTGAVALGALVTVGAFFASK
# RGS8-Gao: modulates binding of RGS8 to human Galphao | P09471 | multiplexed bead flow cytometry; actives lie on both sides | response (percent of control binding), % at 10 µM | 220,000 tested, 0.34% active; in the data active means response below about 60% or above about 140%; inactive means in between;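 further: Galphao activated as the GDP aluminium fluoride complex binding bead-coupled RGS8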
# Target sequence (P09471 whole entry, looked up): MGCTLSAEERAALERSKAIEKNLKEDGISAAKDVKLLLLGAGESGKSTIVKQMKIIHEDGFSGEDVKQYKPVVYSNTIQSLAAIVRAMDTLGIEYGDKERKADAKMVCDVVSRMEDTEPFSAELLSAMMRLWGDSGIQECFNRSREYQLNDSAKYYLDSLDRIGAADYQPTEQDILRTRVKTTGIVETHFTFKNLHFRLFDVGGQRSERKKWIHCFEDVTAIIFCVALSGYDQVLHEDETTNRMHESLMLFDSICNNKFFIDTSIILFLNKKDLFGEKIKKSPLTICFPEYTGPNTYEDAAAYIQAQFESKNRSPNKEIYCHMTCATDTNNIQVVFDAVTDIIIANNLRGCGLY
# Mcl-1 Bim block: human Bim-Mcl-1 interaction inhibition; Bead-based flow cytometry, Bim peptide-Mcl-1 binding; inhibition, % at 10 µM; 190,000 tested, 0.1% active;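 further: 0% = no compound tracer wells and 100% = peptide blocker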
# RGS4-Gao reg: human RGS4-Galphao interaction regulation. P09471. Multiplexed bead flow cytometry, RGS4-Galphao binding; actives lie on both sides. binding response (% of control), % at 10 µM. 220,000 tested, 0.33% active; in the data active means binding response below about 49% or above about 150%; inactive means in between;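 further: fluorescent Galphao activated with aluminum fluoride binding bead-coupled RGS4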
# RGS7-Gao: regulators of human RGS7-Galphao interaction; Multiplexed bead flow cytometry, RGS7-Galphao binding; actives lie on both sides; AID 1439; 220,000 tested, 0.35% active; binding response (% of control), % at 10 µM; P09471; in the data active means binding response below about 49% or above about 150%; inconclusive means no clear call, values can overlap the other calls; inactive means in between;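 further: fluorescent Galphao held in activated GDP-AlF4 state binding bead-coupled RGS7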
# Bim-Bcl-B: human Bim-Bcl-B interaction inhibition. inhibition, % at 10 µM. AID 951. bead-based flow cytometry, Bim peptide-Bcl-B binding. 190,000 tested, 0.073% active;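 further: 0% = tracer peptide without compound and 100% = reference inhibitor peptide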
# Target sequence (Q9HD36 whole entry, looked up): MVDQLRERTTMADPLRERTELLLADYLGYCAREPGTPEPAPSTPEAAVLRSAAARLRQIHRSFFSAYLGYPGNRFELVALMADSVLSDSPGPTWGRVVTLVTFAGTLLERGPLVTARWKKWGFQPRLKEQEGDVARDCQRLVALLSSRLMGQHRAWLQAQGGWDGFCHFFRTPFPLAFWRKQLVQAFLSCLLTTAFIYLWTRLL
# Bcl-XL Bim block: disrupts Bim peptide binding to human Bcl-XL. inhibition, % at 10 µM. 190,000 tested, 0.04% active. Q07817. bead flow cytometry, fluorescence
# Bcl-2 Bim block: disrupts Bim peptide binding to human Bcl-2 | Bead-based flow cytometry, Bim peptide-Bcl-2 binding | inhibition, % at 10 µM | P10415 | 190,000 tested, 0.06% active; in the data active means inhibition above about 40%; inconclusive means no clear call, values can overlap the other calls;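 further: 0% = no compound wells with probe peptide and 100% = reference peptide inhibitor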
# Target sequence (P10415 whole entry, looked up): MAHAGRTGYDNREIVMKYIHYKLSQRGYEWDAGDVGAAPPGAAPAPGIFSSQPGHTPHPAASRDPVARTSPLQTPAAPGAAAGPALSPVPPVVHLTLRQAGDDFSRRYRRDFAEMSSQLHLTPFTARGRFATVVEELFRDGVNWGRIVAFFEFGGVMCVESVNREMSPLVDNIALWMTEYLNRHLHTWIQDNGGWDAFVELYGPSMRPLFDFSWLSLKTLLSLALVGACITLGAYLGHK
# Mcl1 Bid PPI: disrupts binding of human Mcl-1 to Bid peptide. Q07820. TR-FRET Mcl-1/Bid-Dy647 peptide binding, 1536-well. inhibition, % at 21.7 µM. 220,000 tested, 0.97% active. AID 1021;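 active means compounds that cut the binding signal by more than half at the single screening dose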;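 further: His-tagged Mcl-1 with europium anti-His antibody binding Bid BH3 peptide; 0% = Mcl-1 plus peptide wells and 100% = peptide-only wells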
# The depositor's hits bear a star; ? = inconclusive; . = no result given. Unless noted, no stated cut-off is given here; in the data, active means inhibition above about 40%.
molecule	Bim-Bfl-1	Mcl1-Noxa inh	Bcl-W Bim block	RGS8-Gao	Mcl-1 Bim block	RGS4-Gao reg	RGS7-Gao	Bim-Bcl-B	Bcl-XL Bim block	Bcl-2 Bim block	Mcl1 Bid PPI
O=P(c1ccccc1)(c1ccccc1)N(c1ccccc1)c1ccccc1	7.0	8.1	-4.0	99.8	-10.0	97.6	100.0	-6.0	-4.0	1.0	3.0
O=C(CCSc1nc(-c2ccco2)cc(C(F)(F)F)n1)NCCc1ccccc1	-7.0	8.8	2.0	97.7	-1.0	101.7	96.3	-13.0	-7.0	-8.0	-7.7
CC(Oc1ccc(Cl)cc1Cl)c1nc(-c2ccc(NC(=O)c3ccco3)cc2)no1 (centres undefined)	-12.0	13.6	2.0	97.0	2.0	98.1	102.2	-8.0	-8.0	-1.0	3.7
Cc1ccnc(N2CCC(C(=O)Nc3ccc4c(c3)CCC4)CC2)n1	-5.0	-18.6	-4.0	98.9	-2.0	100.8	99.8	-9.0	-6.0	-7.0	-12.3
CCCn1nnnc1NC(=O)c1ccc(C)cc1Cl	-4.0	5.1	-1.0	100.9	-1.0	98.6	93.3	-3.0	-2.0	-5.0	18.9
COc1ccc(C(=O)COC(=O)CNC(=O)c2cc(OC)cc(OC)c2)cc1	1.0	11.7	0.0	102.0	0.0	100.1	99.2	-4.0	1.0	1.0	-7.8
O=c1cc(C(F)(F)F)nc(-n2[nH]c3c(c2=O)CCCC3)[nH]1	-2.0	-31.0	0.0	95.5	-1.0	98.1	99.9	-1.0	0.0	-3.0	-142.4
COc1ccc(/C=C/C2=CCN(Cc3ccc(OC)cc3)CC2)cc1	3.0	19.2	-3.0	104.5	0.0	102.6	104.6	0.0	-1.0	0.0	-34.8
COC(=O)c1c(NC(=O)c2ccc(N(C)S(=O)(=O)c3ccc(C)cc3)cc2)sc2c1CCCC2	-2.0	-28.3	-1.0	86.4	0.0	89.2	89.6	-4.0	-3.0	-1.0	-3.3
NC(=O)c1ccccc1NS(=O)(=O)c1cccs1	-11.0	0.4	0.0	103.0	-3.0	103.8	105.0	-6.0	-6.0	-5.0	6.2
COc1cc2[nH]c3c(N4CCC(C(N)=O)CC4)ncnc3c2cc1OC	-6.0	30.7	2.0	104.1	5.0	100.3	106.5	-1.0	0.0	0.0	-8.9
CCc1ccc2nc3nc(C)cc(C)c3c(N)c2c1	-11.0	23.9	3.0	102.3	6.0	102.1	99.7	0.0	7.0	-6.0	-32.2
Cc1cccc(NC(=O)c2ccc(-n3cccn3)c([N+](=O)[O-])c2)c1	-2.0	19.0	-3.0	96.2	0.0	98.4	99.8	-4.0	-1.0	-3.0	-24.6
COc1ccc(C2=NOC(C(=O)NCc3cccs3)C2)cc1OC (centres undefined)	-15.0	3.1	-2.0	98.8	-3.0	91.7	92.3	-7.0	-5.0	-8.0	7.7
Cc1ccc(SCC(=O)NN2C(=O)c3ccccc3C2=O)cc1	-3.0	9.8	-5.0	99.7	0.0	98.8	87.3	-5.0	-5.0	-5.0	-9.7
CCn1cc(C(=O)NCCC2=CCCCC2)c(=O)c2cc(S(=O)(=O)N(C)C)ccc21	-4.0	5.9	-9.0	100.1	-3.0	99.3	99.4	-7.0	-7.0	-4.0	3.9
CCOC(=O)Cn1c(=O)cc(C)c2cccc(C)c21	1.0	7.1	2.0	99.7	2.0	97.2	92.1	-1.0	-1.0	1.0	-20.5
CCOC(=O)C1CCCN(Cc2sccc2C)C1 (centres undefined)	-1.0	22.3	0.0	98.2	-4.0	99.9	96.8	-1.0	0.0	-1.0	33.0
O=C(CSCc1ccccc1Cl)N1CCN(c2ccccn2)CC1	-11.0	3.7	0.0	100.0	2.0	101.5	102.4	-6.0	-1.0	-7.0	-10.6
CC(C)c1ccc(OCC(=O)Nc2cccc(C(=O)Nc3ccccc3C(=O)O)c2)cc1	-3.0	8.7	-2.0	101.7	-2.0	100.5	98.1	-1.0	-6.0	-4.0	6.3
CCN(CC)c1ccc(C(=S)NC2CCCCC2)cc1	7.0	9.1	-5.0	98.1	-3.0	100.7	?	-34.0	-10.0	-3.0	-27.0
COC(=O)[C@H](CC(C)C)NC(=O)Nc1ccccc1F	.	-3.0	.	95.9	.	94.8	?	.	.	.	-15.8
N#Cc1nc(-c2ccccc2F)oc1N1CCCC1	-8.0	19.3	-2.0	100.0	-1.0	101.3	100.0	-3.0	-5.0	-4.0	6.3
COc1ccc(Cl)cc1NC(=O)COC(=O)CCNC(C)=O	-1.0	-23.9	-4.0	91.3	0.0	93.4	95.1	-5.0	-4.0	4.0	-38.1
O=C(CN1CCN(S(=O)(=O)c2ccccc2)CC1)Nc1ccc(N2CCOCC2)cc1	-1.0	13.4	-2.0	101.5	-1.0	100.2	93.9	-1.0	-5.0	0.0	-26.4
Oc1ccc2cccnc2c1	1.0	3.8	-2.0	103.8	-4.0	106.3	105.4	-4.0	-1.0	-3.0	-1.9
CSc1ncccc1C(=O)OCC(=O)NC(=O)NCCC(C)C	-12.0	0.3	0.0	102.5	-1.0	105.8	103.4	-5.0	11.0	-6.0	-8.1
Cc1cc(C(=O)COC(=O)c2cccnc2Cl)c(C)n1CC1CCCO1 (centres undefined)	-6.0	12.0	0.0	99.9	5.0	97.8	97.6	3.0	1.0	0.0	-44.4
CCn1cc(C(=O)NCC2CCCO2)c2cc(OC)c(OC)cc2c1=O (centres undefined)	-2.0	28.2	-4.0	102.4	-4.0	103.7	102.9	-2.0	-4.0	-4.0	-13.4
Cc1cccc(Cn2c(Cc3ccccc3)nc3ccccc32)c1	6.0	29.7	0.0	99.4	-3.0	93.0	95.3	1.0	0.0	3.0	12.5

# Filtered by structure, the compounds so far with an aryl thioether with sulfur outside any ring (three)
molecule	Bim-Bfl-1	Mcl1-Noxa inh	Bcl-W Bim block	RGS8-Gao	Mcl-1 Bim block	RGS4-Gao reg	RGS7-Gao	Bim-Bcl-B	Bcl-XL Bim block	Bcl-2 Bim block	Mcl1 Bid PPI
O=C(CCSc1nc(-c2ccco2)cc(C(F)(F)F)n1)NCCc1ccccc1	-7.0	8.8	2.0	97.7	-1.0	101.7	96.3	-13.0	-7.0	-8.0	-7.7
Cc1ccc(SCC(=O)NN2C(=O)c3ccccc3C2=O)cc1	-3.0	9.8	-5.0	99.7	0.0	98.8	87.3	-5.0	-5.0	-5.0	-9.7
CSc1ncccc1C(=O)OCC(=O)NC(=O)NCCC(C)C	-12.0	0.3	0.0	102.5	-1.0	105.8	103.4	-5.0	11.0	-6.0	-8.1

# (continued)
molecule	Bim-Bfl-1	Mcl1-Noxa inh	Bcl-W Bim block	RGS8-Gao	Mcl-1 Bim block	RGS4-Gao reg	RGS7-Gao	Bim-Bcl-B	Bcl-XL Bim block	Bcl-2 Bim block	Mcl1 Bid PPI
CCCCOc1ccc(C(=O)Nc2ccc3c(c2)OCO3)cc1	8.0	-0.4	0.0	98.9	0.0	100.6	99.2	1.0	0.0	1.0	-19.0
CCCCN1C(=O)CC(C(=O)O)C1c1ccc(OC)cc1 (centres undefined)	0.0	15.6	0.0	99.1	0.0	99.7	100.5	0.0	-1.0	2.0	-10.5
Cc1noc(NS(=O)(=O)c2ccc(N/C=C/C(=O)c3ccc(F)cc3)cc2)c1C	-3.0	20.7	-2.0	107.1	0.0	104.0	103.4	0.0	-1.0	-2.0	-9.7
Clc1cccc(-c2nc(NCc3cccnc3)c3ccccc3n2)c1	1.0	0.4	-1.0	96.5	1.0	95.5	97.9	0.0	1.0	-3.0	-3.3
Cc1cccc(NC(=S)NCc2ccco2)n1	17.0	7.2	-12.0	97.0	-5.0	95.5	101.4	-5.0	-2.0	3.0	-63.1
COc1ccc(/C=C(/NC(=O)c2cccs2)C(=O)N2CCOCC2)cc1OC	-6.0	-2.2	-5.0	103.2	-5.0	103.8	97.0	-6.0	-12.0	-6.0	-1.7
Cc1nc2cc(C)c(C)cc2s1	-5.0	-5.9	-1.0	101.9	-1.0	101.0	97.4	-3.0	-1.0	-2.0	-36.3
NC(=O)c1c(NC(=O)COC(=O)CSc2nnc(-c3ccc(Cl)cc3)o2)sc2c1CCC2	-2.0	21.8	0.0	95.3	1.0	92.3	95.4	-3.0	-4.0	0.0	-65.5
C=CCn1c(NCCOC)nc2c1c(=O)n(C)c(=O)n2C	-2.0	3.6	0.0	89.3	-2.0	82.3	84.5	-1.0	-2.0	0.0	-87.5
C=CCN=C1SCC(=O)N1S(=O)(=O)c1ccc(C)cc1	-4.0	6.2	-3.0	96.9	-3.0	97.3	97.2	0.0	0.0	-1.0	-5.0
CC(C)(C)c1ccc(-c2nc(N)nc(N)n2)cc1	.	7.3	.	99.7	.	107.2	?	.	.	.	-11.3
COc1ccc(OC)c(N2C(=O)C(Cl)=C(N3CCOCC3)C2=O)c1	-9.0	20.7	0.0	96.8	1.0	98.5	89.7	-4.0	-6.0	-3.0	-40.1
CSCCC(NC(=O)c1ccc(Cl)cc1)C(=O)NC(C)(C)C (centres undefined)	-13.0	-2.8	1.0	101.0	-2.0	101.5	104.8	-9.0	-3.0	-9.0	-52.6
COc1ccc(-c2noc(C3CCCN(S(=O)(=O)c4cccc(Cl)c4)C3)n2)cc1OC (centres undefined)	-2.0	-9.2	0.0	101.4	-1.0	96.1	98.5	0.0	0.0	-3.0	-4.2
CCOC(=O)C1=C(O)/C(=C\c2ccc(OC)c(OC)c2)N=C1C	-2.0	12.8	-3.0	99.9	-3.0	97.9	100.8	0.0	-4.0	-1.0	-31.1
COCCNC(=O)c1onc(CSc2ccc(Cl)cc2)c1C(=O)O	-16.0	26.0	1.0	101.1	-2.0	100.7	99.1	-8.0	-11.0	-8.0	21.8
Cc1ccc(OCc2ccc(C(=O)Nc3c(C)nn(Cc4c(F)c(F)c(F)c(F)c4F)c3C)o2)c([N+](=O)[O-])c1	0.0	0.9	0.0	101.0	0.0	108.4	103.6	0.0	-1.0	0.0	-37.2
COc1cccc(NC(=O)c2oc3ccccc3c2NC(=O)C(C)(C)C)c1	-21.0	-2.6	-2.0	98.8	-6.0	103.8	115.1	-13.0	-2.0	-17.0	-1.0
COc1cc(C(=O)Nc2ccncc2)cc(OC)c1OC	-12.0	-26.7	-2.0	99.7	-2.0	95.9	98.9	-9.0	-11.0	-6.0	-10.4
O=C(NCC1CCCO1)Nc1ccccc1 (centres undefined)	-11.0	5.6	0.0	103.5	0.0	103.6	103.1	-5.0	3.0	-6.0	1.1
Fc1ccc(C2c3[nH]c4ccccc4c3CCN2CCCn2cccn2)cc1 (centres undefined)	.	-2.9	.	99.4	.	103.4	?	.	.	.	-55.4
O=C(NCc1ccccc1)NC1(C(=O)N2CCN3CCCC3C2)CCCCC1 (centres undefined)	3.0	-4.4	2.0	101.7	1.0	102.6	100.6	1.0	-1.0	3.0	-6.6
CC(C)OP(=O)(c1ccc(N(C)C)cc1)C(O)c1c(Cl)cccc1Cl (centres undefined)	-11.0	5.1	0.0	105.5	0.0	103.3	105.5	-6.0	-3.0	-9.0	3.0
Cc1cccc(NC(=O)CSc2nc(NS(=O)(=O)c3ccccc3)cc(=O)[nH]2)c1	5.0	21.0	12.0	100.1	3.0	89.9	83.1	9.0	9.0	5.0	19.8

# Screening results as filed in PubChem BioAssay.
